Pf growth 48h: P. falciparum growth inhibition at 48 hours (one generation). P. falciparum luciferase growth in erythrocytes, 48 h. Potency, µM (highest dose often 28.7 µM), inactives show at the top dose activity change, negative = inhibition, actives largely listed as inhibitors. 310,000 tested, 5.9% active; further: potency means the concentration at half of the fitted maximal effect; on the % scale 0 is the no-effect control and ±100 the full control effect
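Compounds are pin-transferred into medium, infected erythrocytes (2% hematocrit, 0.1% parasitemia final) are added, and plates sit one parasite generation at 37 C in 5% CO2. Detection reagent is then added and luminescence measured.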
LmPK inhibitor: LmPK (Leishmania mexicana) enzyme inhibition; Q27686; purified LmPK, Kinase-Glo ATP luminescence, 1 h; Potency, µM (titrated, usually from 57.5 µM), without a hit: top-dose activity change, negative = inhibition, usual class: inhibitors; 290,000 tested, 0.37% active; AID 1721; further: potency means the concentration at half of the fitted maximal effect; on the % scale 0 is the no-effect control and ±100 the full control effect
Target sequence (Q27686 whole entry, looked up): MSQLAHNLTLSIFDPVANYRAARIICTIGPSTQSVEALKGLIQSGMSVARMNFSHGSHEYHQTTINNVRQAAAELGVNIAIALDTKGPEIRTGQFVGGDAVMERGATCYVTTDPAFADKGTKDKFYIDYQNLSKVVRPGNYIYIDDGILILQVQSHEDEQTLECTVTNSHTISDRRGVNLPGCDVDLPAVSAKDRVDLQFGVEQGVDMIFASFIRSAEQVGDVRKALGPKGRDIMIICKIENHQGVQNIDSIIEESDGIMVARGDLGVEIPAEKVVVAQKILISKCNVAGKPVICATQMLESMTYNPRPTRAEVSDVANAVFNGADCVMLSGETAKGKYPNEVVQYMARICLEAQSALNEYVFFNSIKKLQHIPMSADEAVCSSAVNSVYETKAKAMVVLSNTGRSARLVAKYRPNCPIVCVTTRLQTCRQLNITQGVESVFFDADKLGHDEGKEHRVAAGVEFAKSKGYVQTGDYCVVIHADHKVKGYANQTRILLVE
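Purified LmPK (0.1 nM) with 0.5 mM PEP and 0.1 mM ADP in imidazole buffer pH 7.2 with MgCl2/KCl, 1 h at room temperature. ATP formed was read by luciferase luminescence and normalized to no-enzyme and uninhibited controls.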
Shiga inhibitor: blocks Shiga toxin action in Vero cells; inhibition, % at 38.7 µM; 290,000 tested, 9.2% active; AID 2315; Vero cells, Shiga toxin protein synthesis inhibition reporter; in the data active means inhibition mostly above about 28%, no sharp cut-off; inactive means mostly below about 43%; further: 0% is about no effect
Pf growth 96h: P. falciparum growth inhibition at 96 hours. P. falciparum luciferase reporter growth, 96 h. 320,000 tested, 6.9% active. Potency, µM (titrated, usually from 28.7 µM), without a hit: at the highest dose activity change, negative = inhibition, usual class: inhibitors; further: potency means the concentration at half of the fitted maximal effect; on the % scale 0 is the no-effect control and ±100 the full control effect
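P. falciparum expressing integrated firefly luciferase grown in erythrocytes (2% hematocrit, 0.05% parasitemia final) with compounds for 96 hours at 37 C, 5% CO2. Growth inhibition read as loss of luminescence after adding luciferase detection reagent.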
TbPYK inhibitor: blocks Trypanosoma brucei pyruvate kinase; TbPYK enzyme, Kinase-Glo Plus ATP luminescence, 45 min; 410,000 tested, 0.12% active; Potency, µM (highest dose often 76.8 µM), inactives show top-dose activity, negative = inhibition, usual class: inhibitors; Q57TT1; further: potency means the concentration at half of the fitted maximal effect; on the % scale 0 is the no-effect control and ±100 the full control effect; nearly all actives have a fitted effect of over 50% in size
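Glycolytic pyruvate kinase of T. brucei was incubated with substrate, test compound and 130 uM ADP for 45 minutes at room temperature. Luminescent Kinase-Glo Plus signal was measured after 10 minutes.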
CHX counter: affects cycloheximide protein synthesis inhibition readout, counter-screen | cell reporter, cycloheximide protein synthesis inhibition counterscreen | max response, % | 300,000 tested, 12% active; in the data active means max response mostly above about 13%, no sharp cut-off; inactive means mostly below about 14%; further: read at 38.3 µM for the half of the compounds with a filed dose; 0% is about no effect
AMA1 RON2 block: inhibitors of Plasmodium falciparum AMA1-RON2 interaction; 360,000 tested, 0.2% active; AlphaScreen AMA1-biotinylated RON2 peptide binding; Potency, µM (series often up to 58.2 µM), without a hit: top-dose activity change, negative = inhibition, hits mostly inhibitors;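 further: potency means the concentration at half of the fitted maximal effect; 0% = vehicle wells and -100% = peptide control; nearly all actives have a fitted effect of over 45% in size; some results filed as inactive show a strong effect at the top dose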
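AMA1 (3D7) with his tag at 25 nM final met compounds first, then biotinylated RON2 peptide at 25 nM; detection used donor plus acceptor beads, 10 µg/mL apiece, read by AlphaScreen after 30 min at room temperature.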
* = called active by the depositor; ? = inconclusive; . = not tested or not shown; [ ] = dose if it differs, or a comment. Unless noted, the call rests on the fitted dose curve; in most records, active means well fitted curve in the direction sought with a large enough effect; inconclusive means small, poorly fitted or top-dose-only effect, or another doubt; inactive means no such curve, though single readings can be large; an effect the other way counts as inactive or inconclusive.

SMILES,Pf growth 48h,LmPK inhibitor,Shiga inhibitor,Pf growth 96h,TbPYK inhibitor,CHX counter,AMA1 RON2 block
COc1cccc(OC)c1C(=O)O/N=C(\N)c1ccncc1,?,-1%,-11,12µM*,-3%,23*,0%
CCN(CC)CCCNc1nc(-n2nc(C)cc2C)nc2sc3c(c12)CC(C)(C)OC3,?,0%,52,?,1%,13*,36%[activator]
CCOc1ccc(C(=O)OCc2nnc(-c3cccs3)o2)cc1OC,0%,3%,-9,35%[activator],3%,1,7%
CCN(CC)S(=O)(=O)c1ccc(N2CCOCC2)c(NC(=O)CN2C(=O)NC(C)(c3ccccc3)C2=O)c1 (centres undefined),?,.,.,?,-8%,.,-6%
C=CCn1c(=NC(=O)c2cc(Cl)sc2Cl)sc2cc(S(N)(=O)=O)ccc21,19%,-1%,-7,-1%,11%,-2,2%
COc1ccc(C(=O)C2CCCN(Cc3ccc(C#CCCO)cc3)C2)cc1F (centres undefined),?,0%,-2,0%,3%,5,-2%
C/C(=N\NC(=O)C1(C)CC1(Br)Br)c1ccc([N+](=O)[O-])cc1 (centres undefined),?,6%,-13,?,-1%,1,11%
O=C(CSc1nccc(=O)[nH]1)Nc1ccc(F)c([N+](=O)[O-])c1,-18%,0%,-3,-9%,-5%,-3,4%[11.6 µM]
CC(N)=Nc1ccc([N+](=O)[O-])cc1,8%,-3%,-6,16%,8%,-2,-2%[11.6 µM]
Cc1ccc(CN2C3CCCC2CC(NC(=O)Nc2cccc(F)c2)C3)cc1 (centres undefined),1.9µM*,3%,-14,21%,-1%,-1,-7%
Cc1ccc(NC(=O)Cn2c(=O)n(CCC(=O)NC3CCN(Cc4ccccc4)CC3)c(=O)c3ccccc32)cc1,?,0%,-27,?,-1%,-2,3%
O=C(Cc1ccccc1)Nc1cccnc1,3%,2%,14,3%,-2%,6,-9%
CCOc1ccc(S(=O)(=O)Nc2cccc(C(=O)NCCCN3CCOCC3)c2)cc1,-13%,.,.,?,5%,.,8%
CCCC(=O)OCC(=O)Nc1ccc([N+](=O)[O-])cc1C#N,-3%,-4%,-15,1%,-11%,2,-5%
CCOC(=O)CN1C(=O)N[C@@H](c2ccc(Br)cc2)C(C(C)=O)=C1C,-29%,6%,-10,-24%,.,-1,.
Cc1cc(C)n(CNc2nc(C(F)(F)F)cs2)n1,-5%,-2%,21,1%,-13%,-2,2%
CCN(CC)CCCCCOc1ccccc1OC,18%,8%,25,45%[activator],-3%,10,7%
COc1ccc(C2C=C(c3ccccc3)Nc3nnnn32)cc1 (centres undefined),140%[activator],7%,53*,0%,-2%,21*,-6%
COc1ccc(NCCC#N)cc1,.,5%,3,31%[activator],7%,3,1%
Cc1cc(NC(=O)CCC(=O)N(CC(=O)NCC2CCCO2)Cc2ccc(F)cc2)no1 (centres undefined),-11%,-1%,-3,?,4%,1,-5%
CCC(=Nc1ccccc1OC)C1=C(O)CC(c2ccccc2)CC1=O (centres undefined),-23%,4%,21,0.41µM*,0%,-10,-5%
CNC(=O)CN(c1cc([N+](=O)[O-])ccc1OC)S(C)(=O)=O,-7%,-6%,-9,33%[activator],-8%,-1,-9%
COc1ccc(NC(=O)Nc2cccc3cccnc23)cc1,.,-9%,79*,-19%,-19%,56*,-7%
COc1ccc(-c2nc3c(-c4ccc(Cl)cc4)cnn3cc2C)cc1F,?,8%,12,?,0%,-2,27%
CCOC(=O)C(C)(CC)NC(=O)CSP(=S)(OCC)OCC (centres undefined),.,4%,5,-24%,0%,9,11%

Three compounds from above, showing only CHX counter, TbPYK inhibitor and LmPK inhibitor.
canonical_smiles	CHX counter	TbPYK inhibitor	LmPK inhibitor
CCC(=Nc1ccccc1OC)C1=C(O)CC(c2ccccc2)CC1=O (centres undefined)	-10	0%	4%
O=C(Cc1ccccc1)Nc1cccnc1	6	-2%	2%
COc1ccc(C(=O)C2CCCN(Cc3ccc(C#CCCO)cc3)C2)cc1F (centres undefined)	5	3%	0%

(listing goes on)
SMILES,Pf growth 48h,LmPK inhibitor,Shiga inhibitor,Pf growth 96h,TbPYK inhibitor,CHX counter,AMA1 RON2 block
CC(C)(C)NC(=O)C(c1ccncc1)N(Cc1cccs1)C(=O)Cn1nnc(-c2cccs2)n1 (centres undefined),2.9µM*,7%,28,?,-2%,9,-4%
Cc1cc(Nc2c(C)n(C)n(-c3ccccc3)c2=O)c2ccccc2n1,-4%,-2%,18,-16%,-4%,-6,20%
O=C(NNC(=S)Nc1ccccc1)C1CCCCC1,339%[activator],1%,10,-8%,-10%,2,110%[activator]
COc1ccc(OC)c(/C=C2\SC(N3CCCC(C)C3)=NC2=O)c1 (centres undefined),?,-4%,25,4%,-12%,-2,31%[activator]
CC1=NN(c2ccc(C(=O)O)cc2)C(=O)/C1=C\c1ccc(OC(=O)c2cccs2)cc1,92%[activator],-12%,39,5%,?,16*,10%
CCOC(=O)N1CCN(C(=O)c2cnc(Nc3ccccc3OC)c3ccccc23)CC1,?,0%,-3,10%,-5%,-1,11%
CCCN1CCN(CCCNC(=O)c2ccccc2NC(=O)C2=C(C)OCCS2)CC1,?,5%,-7,58%[activator],-4%,4,2%
Cc1cc(C(F)(F)F)nc(-n2cc(-c3ccccc3)nn2)n1,6%,-1%,1,?,-10%,-2,6%
O=C(Cc1ccccc1)NN1C(=O)C2C3C=CC([C@@H]2C1=O)C31CC1 (some centres undefined),-1%,-5%,-4,-29%,1%,-3,-4%
O=C(CN1CSCC1=O)N1CCN(S(=O)(=O)c2ccc(Cl)cc2)CC1,-15%,.,.,17%,0%,.,20%
CC(/C=N/NC(=O)CSc1n[nH]c(=O)[nH]c1=O)=C\c1ccccc1,-5%,-2%,18,13%,2%,8,2%
CS(=O)(=O)N(CC(=O)N1CCCCCC1)c1ccc(Br)cc1,1%,2%,-8,?,1%,-3,3%
Cc1ccc(CNC(=O)c2ccc3c(=O)[nH]c4c(C(=O)NCC5CCCO5)sc(=S)n4c3c2)cc1 (centres undefined),?,3%,-2,46%[activator],-15%,-2,5%
Cc1nn(C)c(C)c1CNC(=O)c1cnn2c1NC(c1ccccc1)CC2C(F)(F)F (centres undefined),11%,-4%,-5,1%,-3%,0,-3%
CCCCN(CCCC)C(=O)c1sc2nc(N3CCOCC3)c3c(c2c1N)CCCC3,?,-13%,-10,?,?,-1,1%
COc1cc(/C=C/C(=O)OCC(=O)NCc2cccs2)ccc1OCC#N,-5%,-2%,23,17%,-1%,3,-2%
O=C(OCC(=O)N1CCc2ccccc21)c1ccc[n+]([O-])c1,6%,-4%,-4,?,-7%,-6,0%
Cc1ccc2oc(-c3cccc(NC(=O)Cn4cnc5c(=O)n(C)c(=O)n(C)c54)c3)nc2c1,172%[activator],-14%,137*,436%[activator],.,34*,.
Cc1nnc(N/N=C/c2ccccn2)[nH]c1=O,2.3µM*,4%,-10,?,3%,-3,-54%
CCOc1ccccc1NC(C)C(=O)Nc1cc(C(F)(F)F)ccc1N1CCOCC1 (centres undefined),0.59µM*,12%,-8,0.29µM*,-5%,-1,?
COc1ccc(N(C(=O)c2ccco2)C(C(=O)NC2CCCCC2)c2cccs2)cc1OC (centres undefined),?,-2%,-6,85%[activator],-10%,-2,-4%
COc1ccc(COc2ccc(S(=O)(=O)N3CCCC3)cc2C(N)=O)cc1F,-32%,2%,-3,?,-2%,-7,-6%
CCOC(=O)c1c(C)n(C)c2ccc(OC)c(NC(=O)CN3CCSCC3)c12,-22%,4%,-13,?,-11%,-2,-21%
C=CCNC(=O)C(=O)c1cccn1-c1ccsc1C(=O)OC,.,-1%,-13,3%,1%,-5,3%
O=C1NC(=O)N(c2ccccc2)C(=O)/C1=C/c1ccc(Sc2ccccc2)o1,?,?,0,-8%,?,-2,-7%

Structural class: the compounds so far with an aryl thioether with sulfur outside any ring.
SMILES,Pf growth 48h,LmPK inhibitor,Shiga inhibitor,Pf growth 96h,TbPYK inhibitor,CHX counter,AMA1 RON2 block
O=C(CSc1nccc(=O)[nH]1)Nc1ccc(F)c([N+](=O)[O-])c1,-18%,0%,-3,-9%,-5%,-3,4%[11.6 µM]
CC(/C=N/NC(=O)CSc1n[nH]c(=O)[nH]c1=O)=C\c1ccccc1,-5%,-2%,18,13%,2%,8,2%
O=C1NC(=O)N(c2ccccc2)C(=O)/C1=C/c1ccc(Sc2ccccc2)o1,?,?,0,-8%,?,-2,-7%

The listing continues.
SMILES,Pf growth 48h,LmPK inhibitor,Shiga inhibitor,Pf growth 96h,TbPYK inhibitor,CHX counter,AMA1 RON2 block
COC(=O)c1ccc(COc2ccc(C)cc2[N+](=O)[O-])o1,69%[activator],-2%,77*,78%[activator],-6%,48*,-5%
CCCCNC(=O)C1c2ccccc2C(=O)N(c2ccc(OC)cc2)C1c1ccc(OC)cc1 (centres undefined),.,3%,3,4%,-4%,-1,0%
COc1cccc(N2CCN(C(C)C(=O)NC34CC5CC(CC(C5)C3)C4)CC2)c1 (centres undefined),-24%,1%,-7,?,-17%,-6,-23%
CCOC(=O)c1c(C)[nH]c(C)c1S(=O)(=O)NCC1CCN(Cc2cccc(F)c2)CC1,8%,-6%,-10,-5%,-7%,-2,-5%
Cc1ccccc1NC(=O)C1c2cccc[n+]2CC(=O)N1Cc1ccc2c(c1)OCO2 (centres undefined),-6%,-1%,-36,-35%,-21%,-3,96%[activator]

Compounds from the list above that have a cyano group:
SMILES,Pf growth 48h,LmPK inhibitor,Shiga inhibitor,Pf growth 96h,TbPYK inhibitor,CHX counter,AMA1 RON2 block
CCCC(=O)OCC(=O)Nc1ccc([N+](=O)[O-])cc1C#N,-3%,-4%,-15,1%,-11%,2,-5%
COc1ccc(NCCC#N)cc1,.,5%,3,31%[activator],7%,3,1%
COc1cc(/C=C/C(=O)OCC(=O)NCc2cccs2)ccc1OCC#N,-5%,-2%,23,17%,-1%,3,-2%

Screening data (PubChem)
